Screens as filed in PubChem.
Pf gametocyte: P. falciparum stage V gametocyte viability inhibition. P. falciparum stage V gametocytes, ATP luminescence, 24 h. inhibition, % at 10.9 µM. actives 0.065% (n = 150,000). AID 743093;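 active means inhibition above the mean plus 3 SD of compounds within the control limits, set per campaign, cut at about 38% in these data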;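 further: 0% = DMSO wells and 100% = medium only without gametocytes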
Mcl1-Bid inh: disrupts binding of human Mcl-1 to Bid peptide; Q07820; AID 1021; inhibition, % at 21.7 µM; actives 0.97% (n = 220,000); TR-FRET Mcl-1/Bid-Dy647 peptide binding, 1536-well;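 active means compounds that cut the binding signal by more than half at the single screening dose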;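 further: His-tagged Mcl-1 with europium anti-His antibody binding Bid BH3 peptide; 0% = Mcl-1 plus peptide wells and 100% = peptide-only wells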
Target sequence (Q07820 whole entry, looked up): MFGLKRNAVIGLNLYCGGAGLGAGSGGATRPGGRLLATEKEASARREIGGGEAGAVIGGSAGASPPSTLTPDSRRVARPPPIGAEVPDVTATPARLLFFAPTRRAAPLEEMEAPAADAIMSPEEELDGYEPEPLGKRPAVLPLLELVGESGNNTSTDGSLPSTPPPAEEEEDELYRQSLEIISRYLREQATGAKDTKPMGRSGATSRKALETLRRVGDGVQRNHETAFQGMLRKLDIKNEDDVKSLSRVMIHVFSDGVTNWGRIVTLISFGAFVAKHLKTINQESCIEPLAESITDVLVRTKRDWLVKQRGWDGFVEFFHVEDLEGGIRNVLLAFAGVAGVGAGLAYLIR
Rac1 wt GTP bind: alters GTP binding to wildtype human Rac1 | P63000 | GST-Rac1 beads, fluorescent GTP binding, flow cytometry; actives lie on both sides; 0 = cold GTP competed, 100 = untreated | GTP binding activity (% of control), % at 10 µM | actives 0.27% (n = 190,000);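 active means GTP binding activity at least 20 points away from the 100% control level, either lower or higher; inconclusive means compound flagged as likely green fluorescent, judged across all proteins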
GSH bead fluor: compound fluoresces at 488/530 nm on GSH beads | GSH beads flow cytometry, compound fluorescence 488/530 nm; hits give high values | fluorescence (KMESF) at 10 µM | actives 0.25% (n = 190,000); in the data active means fluorescence above about 89;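 further: glutathione beads carrying GST-tagged Bcl family fusion proteins plus one bare bead set; values are compound well signal with DMSO vehicle wells as background; inactives centre near 16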
Cdc42 wt GTP: modulators (inhibitors or activators) of GTP binding to human Cdc42 wildtype; P60953; GST-Cdc42 beads, Bodipy-GTP binding, flow cytometry; actives lie on both sides; percent activity (GTP binding), % at 10 µM; actives 0.2% (n = 190,000);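 active means percent activity GTP binding at least 20 points away from the 100% baseline, either down as inhibitor or up as activator; inconclusive means compound flagged as likely green fluorescent from well-wide comparison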;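 further: median bead fluorescence of bound Bodipy-FL-GTP at 100 nM; 0% = excess unlabeled GTP control and 100% = no compound control; below 100% means less GTP binding so inhibitor and above means activator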
Target sequence (P60953 whole entry, looked up): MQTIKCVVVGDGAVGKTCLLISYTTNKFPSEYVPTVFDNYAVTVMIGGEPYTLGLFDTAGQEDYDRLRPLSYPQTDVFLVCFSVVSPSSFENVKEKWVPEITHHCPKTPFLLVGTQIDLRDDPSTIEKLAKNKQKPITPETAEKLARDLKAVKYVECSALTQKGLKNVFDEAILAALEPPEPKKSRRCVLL
HRas wt GTP bind: human HRas wildtype GTP binding, change in either direction; GTP binding activity, % at 10 µM; GST-Ras wt beads, Bodipy-FL-GTP binding, flow cytometry; actives lie on both sides; P01112; AID 759; actives 0.14% (n = 190,000);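 active means GTP binding activity at least 20% away from the 100% baseline, either lowered as inhibitor or raised as activator; inconclusive means flagged as likely green fluorescent, judged across all proteins in the well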;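 further: 0% = unlabeled GTP competition control and 100% = no-compound control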
Target sequence (P01112 whole entry, looked up): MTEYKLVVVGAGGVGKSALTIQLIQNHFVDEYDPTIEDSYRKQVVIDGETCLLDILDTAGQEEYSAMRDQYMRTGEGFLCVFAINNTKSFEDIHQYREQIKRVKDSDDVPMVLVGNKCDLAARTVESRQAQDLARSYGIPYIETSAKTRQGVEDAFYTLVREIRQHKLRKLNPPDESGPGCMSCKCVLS
Mcl1 Noxa PPI: disrupts binding of human Mcl-1 to Noxa peptide; Q07820; TR-FRET Mcl-1/Noxa peptide binding, 2 h; actives 1.5% (n = 220,000); AID 1022; inhibition, % at 21.7 µM;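 active means compounds that cut the protein-peptide binding signal by more than 50% relative to plate controls in a single-dose test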;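 further: His-tagged Mcl-1 with rhodamine Noxa BH3 peptide and terbium anti-His antibody; 0% = Mcl-1 plus Noxa peptide wells and 100% = peptide-only wells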
Rab2A wt mod: changes GTP binding to wildtype dog Rab2A, up or down; actives 0.19% (n = 190,000); AID 760; GST-Rab2 wt beads, Bodipy-GTP binding, flow cytometry; P61105; GTP binding activity, % at 10 µM;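 active means GTP binding activity at least 20 points away from 100%, either lowered or raised; inconclusive means signal likely due to the compound's own green fluorescence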;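 further: 0% = beads with excess unlabeled GTP and 100% = no-compound control corrected for plate trend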
Rab7 wt GTP bind: modulators of GTP binding to dog Rab7 wildtype GTPase. GST-Rab7 beads, fluorescent GTP binding, flow cytometry; actives lie on both sides; untreated = 100%, excess cold GTP = 0%. GTP binding activity (percent of control), % at 10 µM. actives 0.055% (n = 190,000). AID 758;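 active means fluorescent GTP binding to Rab7 beads changed by at least 20 points from the 100% baseline, either direction, mostly lower; inconclusive means compound itself probably fluorescent, or too few beads counted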;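 further: median green fluorescence of bound Bodipy-FL-GTP per Rab7 bead population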
Avidin fluor: avidin bead compound fluorescence profile | Avidin beads, compound fluorescence 488/530 nm, flow cytometry; hits give high values | fluorescence (KMESF) at 10 µM | actives 0.38% (n = 220,000) | AID 1775; in the data active means fluorescence above about 47; further: inactives centre near 10
Rac1 act GTP bind: alters GTP binding to activated mutant human Rac1; P63000; GST-Rac1 activated beads, fluorescent GTP binding, flow cytometry; actives lie on both sides; 100% means binding = to untreated wells; percent activity (GTP binding), % at 10 µM; actives 0.11% (n = 190,000); AID 764;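 active means GTP binding at least 20 percentage points away from the 100% baseline, in either direction, so actives lie on both sides; inconclusive means Compound likely fluorescent itself, or too few beads counted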
* = called active by the depositor; ? = inconclusive; · = not tested or not shown; [ ] = dose if it differs, or a comment. Not a hit list; any-hit rate near 3%.

SMILES	Pf gametocyte	Mcl1-Bid inh	Rac1 wt GTP bind	GSH bead fluor	Cdc42 wt GTP	HRas wt GTP bind	Mcl1 Noxa PPI	Rab2A wt mod	Rab7 wt GTP bind	Avidin fluor	Rac1 act GTP bind
COc1ccc(C)cc1NC(=O)C(Sc1nnc2ccccn12)c1ccccc1 (centres undefined)	-27	-7	106	12	100	103	-5	99	101	4	102
O=C(CSc1nncs1)NCc1ccc(F)cc1	-14	-25	97	14	100	100	8	100	99	11	98
COCCN(C(=S)Nc1ccc(OC)cc1)C1CCN(C(C)C)CC1	2	-18	104	11	101	101	9	102	102	13	99
O=C(NC(NCc1ccccc1)C(Cl)(Cl)Cl)c1cccnc1 (centres undefined)	·	-18	97	8	98	98	2	96	95	10	97
Cc1ccc(/C=N/NC(=O)c2nc3nc(C)cc(C)n3n2)cc1	2	3	103	8	98	99	0	96	95	25	98
COc1cccc(CN2CCN(c3cccc(C(F)(F)F)c3)CC2)c1OC	-12	32	104	16	100	98	23	98	102	8	98
Cc1cc(C)c2c(=O)n(CC(=O)N3CCC(Cc4ccccc4)CC3)sc2n1	·	-24	102	21	101	100	59*	101	99	4	98
CC(c1nc2ccccc2o1)N1C(=O)c2ccccc2C1=O (centres undefined)	·	-4	102	15	101	101	-17	101	102	6	98
CCOC(=O)c1cccc(NS(=O)(=O)c2c(C)[nH]c(=O)[nH]c2=O)c1	-15	3	95	16	95	96	15	97	97	4	97
COc1ccc(N(C)S(=O)(=O)c2cccc(C(=O)Nc3ccc4c(c3)OCCO4)c2)cc1	-14	0	96	8	97	95	5	95	95	27	95
O=C(CCSCc1ccc(Cl)cc1)NCCc1ccccc1	13	-1	99	11	96	97	1	96	102	12	98
CS(=O)(=O)Nc1nnc(SCC(=O)Nc2cccc([N+](=O)[O-])c2)s1	·	3	102	18	100	99	-3	98	98	9	99
CCOC(=O)c1c(C)[nH]c(C(=O)OCC(=O)Nc2ccc(OC)c(Cl)c2)c1C	·	47	109	11	101	103	-4	101	104	9	101
COc1ccc2[nH]c(=O)c(CNc3ccc(C)c(C)c3)cc2c1	·	-20	100	34	101	99	7	101	100	18	99
O=C(CCN1CCCCC1)NCNC(=O)CCN1CCCCC1	·	-16	105	43	103	101	5	100	102	4	99
CCN(CC)CC(C)OC(=O)c1ccccc1Cl (centres undefined)	-15	-3	97	14	96	98	30	100	105	11	95
O=C(c1cc(-c2cccs2)on1)N1CCCc2ccccc21	·	-22	105	19	106	101	8	101	100	7	99
CC(=O)Nc1ccccc1OCc1nnc(-c2cccs2)o1	-27	36	100	50	97	99	-3	98	99	10	96
O=C(CSCc1ccco1)c1ccc(Cl)s1	·	-21	109	10	105	103	26	104	103	7	102
O=C(NC(=S)Nc1nc(-c2ccccc2)cs1)c1cccnc1	-18	-20	102	12	91	100	24	98	108	6	94
COc1ccc(Cc2nnc(NS(C)(=O)=O)s2)cc1	·	-1	101	50	100	101	-8	100	101	9	97
O=C(COC(=O)C1CC1)c1c[nH]c2ccccc12	14	-22	102	39	101	100	2	100	99	4	100
O=C(NCc1cccs1)N[C@@H](Cc1ccccc1)C(=O)O	-5	-6	103	5	102	100	12	97	94	8	99
Cc1cc(C)n2c(SCc3c(C)noc3C)nnc2n1	-4	0	104	15	102	100	5	102	99	6	98
Cc1cc(C)c(NC(=O)COC(=O)Cc2ccsc2)c(C)c1	15	-7	98	23	99	102	-6	103	103	27	97
CC(=O)N1CCC(=NNS(=O)(=O)c2cccc([N+](=O)[O-])c2)CC1	-21	-60	105	49	103	101	8	100	99	6	101
COc1ccc(/C=C/C(=O)NC(=S)Nc2ccc(S(=O)(=O)Nc3ccc(OC)nn3)cc2)cc1	22	7	90	8	93	87	38	83	87	10	89
O=c1c(Cc2ccc(Cl)cc2Cl)c(O)ccn1Cc1ccc(Cl)cc1	·	-17	93	20	94	98	-14	94	96	29	90
CCn1cc(Br)c(C(=O)Nc2ccc(Cl)c(Cl)c2)n1	·	2	104	15	101	99	-10	100	97	8	100
O=C(Nc1ccccc1)C1=C[C@@H](c2ccc(C(F)(F)F)cc2)C[C@@H](OCc2ccc(CO)cc2)O1	27	9	99	18	96	97	-8	96	102	5	95
CCOC(=O)c1ccc(NC(=O)Nc2cc(C)on2)cc1	-84	-51	105	18	105	105	-5	106	100	7	101
CNC(=O)/C(C#N)=C\c1cc(C)n(-c2ccc(N3CCOCC3)cc2)c1C	0	-24	93	17	92	94	-2	97	103	6	93
CCOc1ccc(NC(=O)COC(=O)Cn2cnnn2)cc1OCC	·	-19	107	28	102	102	-12	102	104	13	96
CC(=O)Nc1cccc(N2CCCC2=O)c1	·	-42	106	33	105	102	6	102	100	14	102
CC(C)(C)c1cc(NC(=O)c2cccnc2)no1	10	3	106	35	99	101	-6	101	103	14	99
O=C(CSCc1c(Cl)cccc1Cl)Nc1ccc2c(c1)OCO2	·	2	100	11	102	102	13	101	102	·	100
CCOc1ccc(S(=O)(=O)N2CCN(c3ccccc3)CC2)c2cccnc12	12	-14	101	16	100	101	22	103	104	6	98
CC(=O)Oc1ccc(-c2csc(Nc3cccnc3)n2)cc1	·	-30	101	23	104	103	12	105	99	12	100
COc1ccc(-c2[nH]ncc2C=O)cc1	6	-8	106	11	105	103	0	102	102	14	99
O=C(O)c1cccc(N2C(=O)C3C4C=CC(C4=C(c4ccccc4)c4ccccc4)C3C2=O)c1 (centres undefined)	8	3	95	9	90	90	28	90	90	13	91
CCOC(=O)N1CCC(NC(=O)CC(NS(=O)(=O)c2ccc(C)cc2)c2ccco2)CC1 (centres undefined)	15	-8	102	26	103	100	5	101	104	6	100
CCOC(=O)c1cccc(NC(=O)C2CCN(S(=O)(=O)c3cnc[nH]3)CC2)c1	·	-11	98	29	96	98	24	97	100	3	97
CC1(C)NC(=O)N(CC(O)COc2ccccc2C(=O)N2CCCCC2)C1=O (centres undefined)	10	-28	98	31	97	97	7	100	100	1	96
Cc1ccc(S(=O)(=O)N(C)C)cc1NC(=O)COC(=O)c1ccc(Cl)cc1	0	-20	144*[activator]	21	113	105	-5	108	109	11	109
Cc1ccc(CN2CCNC2=O)cc1	·	-20	106	14	106	105	-21	103	102	7	103
O=C(Cc1ccccc1)Nc1nnc(SCC(=O)NC2CCCC2)s1	-20	-2	96	33	96	95	19	95	103	23	95
Cc1ccc(C(=O)N2CCCC(c3ccc(Cl)cc3)=N2)cc1	16	15	99	12	98	99	11	97	101	11	97
O=C(/C=C\c1ccco1)Nc1cc([N+](=O)[O-])ccc1F	-4	-19	104	5	102	101	-1	100	99	3	101
COc1cc(CNc2cccc(C(=O)O)c2)cc(Br)c1OCC(=O)NC(C)(C)C	12	-15	101	19	96	95	6	96	95	7	100
Cc1cc(NC(=O)CCC(=O)N(Cc2ccco2)C(C(=O)NC2CCCCC2)c2ccccc2)no1 (centres undefined)	·	-23	106	28	103	103	2	103	100	4	99
O=C(Nc1ccccc1Cl)c1ccc(S(=O)(=O)N2CCOCC2)cc1	·	0	102	24	102	99	21	100	101	9	100
COC(=O)C(C(=O)OC)C(C(=O)OC)C(C(=O)OC)C(=O)OC	·	8	104	25	101	104	-1	102	100	4	98
O=C(Nc1ccccc1C(=O)N1CCOCC1)C1COc2ccccc2O1 (centres undefined)	·	-10	104	36	101	100	-9	101	101	6	99
O=C(O)c1cc2c(cc1Br)OCCCO2	5	-15	102	9	100	102	11	104	102	3	103
Cc1ccc(Nc2nc(N)nc(-c3oc4ccccc4c3C)n2)cc1	·	-15	93	9	91	91	1	87	96	12	93
CCCCC(=O)NC(=S)Nc1cccc(NC(=O)CC)c1	·	-107	97	10	99	100	9	98	98	10	94
Cc1ccc(-c2cc(-c3nnc(SCC(=O)NCC(C)C)n3N)c3ccccc3n2)cc1	2	-7	?	37	?	?	2	?	?	13	?
O=C(CCC(=O)OCC(=O)c1ccc(-c2ccccc2)cc1)Nc1cccc(Cl)c1	5	-34	102	20	104	105	-19	104	104	8	99
CSc1cccc(NC(=S)N(CCC(C)C)C2CCN(C(C)C)CC2)c1	20	-26	93	12	91	95	-14	99	102	11	94
Cc1cc(N2CCN(C)CC2)nc2ccc(NC(=S)N3CCC4(CC3)OCCO4)cc12	-3	-65	101	17	98	97	4	97	101	9	96
(list continues)
SMILES	Pf gametocyte	Mcl1-Bid inh	Rac1 wt GTP bind	GSH bead fluor	Cdc42 wt GTP	HRas wt GTP bind	Mcl1 Noxa PPI	Rab2A wt mod	Rab7 wt GTP bind	Avidin fluor	Rac1 act GTP bind
CC(=O)Nc1cccc(-c2csc(NCc3ccccc3)n2)c1	-22	32	99	20	98	96	29	96	97	6	97
Cc1cc(OCC[N+]2(C)CCCCC2)nc2ccccc12	·	-14	101	27	101	99	5	98	100	13	100
O=C1Cc2ccccc2Sc2ccc(Cl)cc21	-2	19	96	23	96	97	-20	95	97	6	95
O=C(c1cccc(C(=O)N2CCN(c3ncccn3)CC2)c1)N1CCN(c2ncccn2)CC1	·	-10	?	20	?	?	-15	?	?	33	?
CC(=O)Nc1ccccc1OC(=O)N1CCOCC1	·	-11	109	11	104	103	7	102	102	14	100
CC(=O)N(CC(=O)Nc1sc(C)c(C)c1C(N)=O)Cc1ccccc1	·	-49	101	13	94	97	16	96	95	12	94
O=C(c1cc(-c2ccc(F)cc2)on1)N1CCCc2ccccc21	0	-9	99	9	94	100	-1	102	105	5	94
Cc1nc2ccccn2c1C(=O)NCC(C)C	8	-25	101	12	100	98	3	100	101	3	98
CCCCN(C)CCCNC(=O)c1ccc2c(c1)NC(=O)C(N1CCOCC1)S2 (centres undefined)	·	-16	104	20	107	106	2	106	102	8	101
O=C(Nc1ccc(N2CCOCC2)c(Cl)c1)C1CCCCC1	-14	-3	100	32	96	98	-4	99	100	2	96
CNC(=O)N(C1=NCC(C)(C)S1)c1ccc(F)c(Cl)c1	·	-8	99	13	101	97	-19	98	95	12	97
O=C(O)/C=C/C(=O)N1CCN(S(=O)(=O)c2cccc(C(F)(F)F)c2)CC1	-1	-21	99	23	98	97	-10	97	101	10	95
Cc1cc(Br)c(NC(=O)CN(C)CCOc2ccccc2)c(Br)c1	·	-7	97	19	95	94	0	95	94	9	94
COc1cccc(Oc2ccc(N)cn2)c1	-13	-47	103	35	103	100	13	99	99	14	96
